Compound activity from PubChem.
Hsp70 act: Hsp70 transcriptional activators, primary screen, cell-based, HeLa, Hsp70 promoter luciferase, luminescence, 10 µM. HeLa Hsp70 promoter luciferase reporter; scaled: vehicle 0, proteasome-inhibitor control 100%. activation, % at 10 µM. 0.04% of 200,000 active. AID 1203, 2008;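 active = activation above the mean across all tested compounds plus 3 SD, cutoff set per campaign, cut at about 5.5% in these data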;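 note: 100% = MG132 at 30 µM as the positive control and 0% = DMSO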
HMGR II inh: inhibitors of E. faecalis class II HMGR, primary screen, biochemical, Enterococcus faecalis; 0.41% of 190,000 active; HMG-CoA reductase (Enterococcus faecalis, mvaE); inhibition, % at 10 µM; purified E. faecalis HMGR, NADPH absorbance 340 nm kinetic;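 active = inhibition above a set limit, the median over all tested compounds plus 3 SD, cut at about 9.5% in these data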;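 note: enzyme runs in reverse so mevalonate oxidation gives rising NADPH absorbance; 0% = complete reaction with DMSO and 100% = background rate lacking mevalonate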
STAT3 blocker: IL-6 driven STAT3 reporter inhibitors, primary screen, U3A cells, luciferase, luminescence, MLSCN library. 0.89% of 190,000 active. IL-6 STAT3-luciferase reporter; host cell line lacks STAT1. inhibition, % at 5.5 µM;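 active = inhibition above the mean inhibition across all screened compounds plus 3 SD, cut at about 44% in these data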;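 note: 0% = DMSO only wells and 100% = 100 µM nifuroxazide control wells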
DTT redox prof: compounds producing H2O2 with reducing agent – biochemical, NIH compound library profiling, artefact control for MLSCN library redox annotation, primary screen | DTT-dependent redox cycling H2O2, phenol red/HRP absorbance; 100% = 100 µM peroxide control, 0% = buffer | activation, % at 10 µM | 0.03% of 200,000 active | AID 878, 2007;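 active = activation of at least 50% relative to the plate's high and low controls in the primary single-dose screen; inactive = activation below 50%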;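 note: compound incubated with DTT at 0.8 mM final as the reducing agent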
STAT3 activator: IL-6 driven STAT3 reporter potentiators, primary screen, U3A cells, luciferase, luminescence, MLSCN library. IL-6 STAT3-luciferase reporter; 100% = signal with IL-6 EC80 alone. activation (% of control), % at 5.6 µM. 0.91% of 190,000 active. AID 871, 2007;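 active = activation above the screen-wide mean of compound activation plus 3 SD, cut at about 130% in these data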;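 note: 0% = background luminescence of wells with medium and substrate only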
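Material: STAT3-luciferase reporter U3A cells; Probe or stimulus: IL-6 (33 ng/mL); Incubation: compound pre-incubation 1 h before IL-6, then 6 h stimulation at 37 °C; Technique: luminescence from STAT3-driven luciferase reporter; Evaluation: % activation versus median of IL-6-stimulated wells; Controls: IL-6-only high control.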
TLR4-MyD88 BLA: inhibitors of TLR4-MyD88 association in cells, primary screen, cell-based, HeLa CL3-4, BLA complementation, FRET ratio; Toll-like receptor 4 (Homo sapiens) + Myeloid differentiation primary response protein …; HeLa CL3-4 TLR4/MyD88 BLA complementation; inhibition, % at 8.4 µM; 0.18% of 200,000 active; in the data active = inhibition above about 25%;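 note: 0% = vehicle and 100% = reference inhibitor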
Target sequence (O00206 whole entry, looked up): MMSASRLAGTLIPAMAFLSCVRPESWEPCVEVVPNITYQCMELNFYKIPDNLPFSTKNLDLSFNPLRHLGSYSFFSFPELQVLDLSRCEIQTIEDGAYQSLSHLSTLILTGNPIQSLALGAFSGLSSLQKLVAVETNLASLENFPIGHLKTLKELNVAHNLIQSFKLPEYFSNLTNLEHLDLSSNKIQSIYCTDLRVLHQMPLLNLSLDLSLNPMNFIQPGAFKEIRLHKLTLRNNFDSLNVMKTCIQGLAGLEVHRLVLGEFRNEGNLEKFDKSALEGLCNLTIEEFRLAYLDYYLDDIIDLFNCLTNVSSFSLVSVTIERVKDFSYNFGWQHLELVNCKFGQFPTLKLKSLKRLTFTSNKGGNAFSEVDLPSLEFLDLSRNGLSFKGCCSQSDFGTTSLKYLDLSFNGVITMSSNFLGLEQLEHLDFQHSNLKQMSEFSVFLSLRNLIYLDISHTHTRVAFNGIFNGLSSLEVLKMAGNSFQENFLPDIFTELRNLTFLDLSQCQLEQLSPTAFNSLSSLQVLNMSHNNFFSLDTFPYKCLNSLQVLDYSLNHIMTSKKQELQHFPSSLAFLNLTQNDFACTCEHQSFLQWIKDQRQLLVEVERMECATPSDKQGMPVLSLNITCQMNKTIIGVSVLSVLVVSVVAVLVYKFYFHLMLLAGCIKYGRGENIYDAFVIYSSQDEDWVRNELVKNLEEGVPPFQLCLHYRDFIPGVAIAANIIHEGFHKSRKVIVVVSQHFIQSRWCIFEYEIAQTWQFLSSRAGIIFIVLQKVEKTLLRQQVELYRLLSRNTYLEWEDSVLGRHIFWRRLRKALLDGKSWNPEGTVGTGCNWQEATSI
Target sequence (Q99836 whole entry, looked up): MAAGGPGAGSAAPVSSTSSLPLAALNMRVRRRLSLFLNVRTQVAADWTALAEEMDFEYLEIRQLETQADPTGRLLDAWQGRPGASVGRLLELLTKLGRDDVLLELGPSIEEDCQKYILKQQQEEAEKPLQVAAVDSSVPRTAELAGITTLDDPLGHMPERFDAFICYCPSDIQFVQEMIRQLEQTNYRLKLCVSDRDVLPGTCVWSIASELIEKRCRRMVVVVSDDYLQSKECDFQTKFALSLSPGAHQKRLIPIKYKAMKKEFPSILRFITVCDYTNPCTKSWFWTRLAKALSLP
STAT1 inh: STAT1 signaling inhibitors, primary screen, cell-based, HTS, luciferase reporter | NIH 3T3 STAT1-luciferase reporter, IFN-gamma, luminescence | inhibition, % at 5.5 µM | 0.35% of 200,000 active | AID 920, 2007;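 active = inhibition above a set limit, the mean inhibition across all tested compounds plus 3 SD, cut at about 34% in these data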;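 note: 0% = IFN-gamma with DMSO and 100% = IFN-gamma with 300 µM nifuroxazide; values of inactives mirror those of a sister screen read the other way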
STAT1 activator: STAT1 signaling activators, primary screen, cell-based, HTS, luciferase reporter; NIH 3T3 STAT1-luciferase reporter, IFN-gamma, luminescence; 100% = IFN-gamma alone, no compound; activation (% of control), % at 5.5 µM; 2.6% of 200,000 active; AID 932, 2007;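 active = activation above the screen-wide mean activation plus 3 SD, cut at about 130% in these data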;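 note: raw ratio to IFN-gamma control signal so 100% means no change and 0% no light; values of inactives mirror those of a sister screen read the other way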
APP 5'UTR act: activators of APP 5'UTR luciferase reporter, primary screen, SH-SY5Y cells; SH-SY5Y APP 5'UTR luciferase reporter, luminescence; zero percent = DMSO vehicle wells; activation, % at 2 µM; 1% of 190,000 active; AID 1276, 2008;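 active = activation above a set limit, based on mean plus 3 SD of controls, cut at about 140% in these data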; note: values of inactives mirror those of a sister screen read the other way
NF-kB expr up: activators of NF-kB expression in neurons, primary screen, cell-based, HTS | human neuronal cells, NF-kB reporter expression; hits give high values | fold change at 12.5 µM | 1.6% of 190,000 active; in the data active = fold change above about 3.3
An asterisk follows results filed as active.

SMILES	Hsp70 act	HMGR II inh	STAT3 blocker	DTT redox prof	STAT3 activator	TLR4-MyD88 BLA	STAT1 inh	STAT1 activator	APP 5'UTR act	NF-kB expr up
CC(C)(C)OC(=O)N1CCC[C@H]1C(=O)NCC1CCC(C(=O)O)CC1 (stereo partly drawn)	-0.1	-3	15	-2.8	91	-3	-5	106	-4	1.2
CCCCCSc1nnc(C)c(=O)[nH]1	-0.1	0	-9	0.6	112	9	-2	102	4	1.3
CC(C)OC(=O)c1nn2c(C(F)(F)F)cc(-c3ccc(Br)o3)nc2c1Br	-0.3	-3	13	-0.3	95	8	10	91	1	0.97
CCOc1ccc(S(=O)(=O)Nc2cccc(OC)c2)cc1	-0.3	-7	20	0.0	88	9	4	97	-17	0.71
COCCNC(=O)Cn1cnc([N+](=O)[O-])n1	-0.1	-4	16	-1.7	91	0	-5	103	5	1.1
COc1ccccc1CNC(=S)NCCc1ccccc1	-0.2	-1	-2	-0.7	105	2	-15	114	19	1.2
Cn1c(=O)[nH]c(=O)c2c1nc(NC1CCCCC1)n2Cc1ccccc1	0.0	-2	-9	-0.9	110	1	-6	105	9	1.1
COc1cccc(-c2c(C#N)c(N)nc3c2c(=O)nc2sccn23)c1	0.0	-3	3	8.6	101	-6	10	90	4	0.87
Cc1ccc(CNC(=O)CSc2nc3ccccc3c(=O)n2CCCO)cc1	1.2	-3	11	-0.8	97	2	-7	106	1	1.3
C#CCn1c(=NC(=O)c2ccccc2[N+](=O)[O-])sc2cc(S(C)(=O)=O)ccc21	-0.5	-4	-8	0.0	109	-2	0	100	-12	1.1
Cc1ccccc1C(=O)N/N=C/c1ccc([N+](=O)[O-])s1	-0.4	-1	34	-0.2	73	-6	25	77	-43	0.38
C=CCNC(=O)CCC(=O)NNc1nc2ccccc2c2nc(-c3ccccc3)nn12	-0.2	5	16	-2.7	89	-5	-19	115	-13	0.34
CCc1c(C)sc(NC(=O)CSc2nc3c(c(C(F)(F)F)n2)CCc2ccccc2-3)c1C#N	0.1	0	2	-1.1	103	9	-6	105	-5	0.93
CC(C)(C)NC(=O)NC(=O)COC(=O)C1CC(=O)N(Cc2ccccc2)C1 (stereo not drawn)	-0.1	1	4	-1.3	102	-8	8	93	-17	1.2
CCCCC(=NCCO)C1=C(O)C(C(=O)OC)C(C)(C)CC1=O (stereo not drawn)	-0.3	-2	3	8.4	97	-9	2	99	2	1
Cc1cc2c(c(=O)n1Cc1ccc3c(c1)OCO3)C(c1cccnc1)C(C#N)=C(N)O2 (stereo not drawn)	-0.1	-4	7	-2.9	97	-11	16	85	-7	0.86
C/C(N)=C(/C#N)C(=O)COC(=O)C1CCC(C(C)(C)C)CC1 (stereo not drawn)	-0.3	0	11	0.6	91	9	7	97	11	0.75
CCOC(=O)C1=C(C)N(c2nonc2NC(C)=O)C(N)=C(C#N)C1c1ccccc1F (stereo not drawn)	-0.2	-4	9	-1.2	95	2	1	99	-8	1.1
C=CCN(CC=C)CCOc1ccccc1[N+](=O)[O-]	-0.1	-3	-4	-1.9	106	9	-3	101	-4	1.2
CC(C)CC(/C(O)=C(\C#N)c1nc2ccccc2[nH]1)N1C(=O)c2ccccc2C1=O (stereo not drawn)	-0.4	-9	22	0.3	85	10	5	95	-20	0.84
COc1ccc(-c2ccc(-c3noc(-c4ccccc4C)n3)c(OC)n2)cc1	0.9	-1	12	6.6	94	0	0	100	2	1.4
O=C(c1cccs1)N1CCN(Cc2ccc3c(c2)OCO3)CC1	-0.2	0	-1	0.4	101	-4	-11	110	14	1.2
CNC(=S)N(CCc1c(C)[nH]c2ccc(OC)cc12)Cc1cc(OC)c(OC)c(OC)c1	0.0	-6	4	0.5	96	1	1	99	-6	0.86
COC(=O)C1CCN(C(=O)c2cc3ccccc3oc2=O)CC1	-0.3	-1	-14	0.8	113	-6	-23	118	36	1.6
C#CCN1C(=O)C(O)(CC(=O)c2cc(OC)ccc2OC)c2ccccc21 (stereo not drawn)	-0.4	-5	1	0.1	102	-24	-2	102	1	0.89
Cc1ccc(C(=O)NC(NC(=S)Nc2ccc(S(N)(=O)=O)cc2)C(Cl)(Cl)Cl)cc1 (stereo not drawn)	-0.2	-11	3	1.5	97	1	-3	102	42	0.95
COc1ccc2nc(NC(=O)/C=C/c3ccc4c(c3)OCO4)sc2c1	-0.1	-3	28	0.0	78	-1	10	91	-7	1.2
CCOC(=O)c1nnn(-c2ccccc2C#N)c1C	-0.3	-3	-6	-5.6	107	6	5	96	2	1.1
Nc1nc(SCC(=O)NCC2CCCO2)n[nH]1 (stereo not drawn)	-0.1	-1	0	-0.7	103	-2	-6	105	-3	1.3
COc1ccc(NC(=O)Cc2ccc(Cl)c(Cl)c2)cn1	-0.1	-2	8	-0.1	100	-13	-8	106	9	1.1
CCOC(=O)c1sc2nc(C)nc(SCC(=O)N(C)C3CCS(=O)(=O)C3)c2c1C (stereo not drawn)	-0.2	3	13	-0.9	92	-1	0	100	23	1
COc1ccc(N(CC(=O)NCCC2=CCCCC2)S(C)(=O)=O)cc1OC	-0.1	-4	0	0.1	106	2	2	98	-10	1.4
Cn1c(CN2CCCC2)nc2cc(NC(=O)COc3ccc([N+](=O)[O-])cc3)ccc21	-0.4	5	-2	1.1	105	-9	5	95	3	0.91
Cc1cc(NC(=O)CCN2C(=O)C3C4C=CC(C4)C3C2=O)c2ccccc2n1 (stereo not drawn)	-0.1	0	29	-0.3	78	-5	4	96	8	0.95
Cc1cc(N2CCCCC2)nc2c(C)cccc12	0.1	-5	4	1.2	102	21	-8	106	28	1.1
Cc1ccc(CC(=O)NCCCc2ccccc2)cc1	-0.1	2	2	0.0	96	1	2	98	-19	0.98
Oc1ccc(C2=Nn3c(nnc3-c3ccco3)SC2)cc1O	-0.3	12*	18	-1.8	92	-2	1	97	3	0.96
O=C1c2cccc3cc(Br)cc(c23)C(=O)N1Nc1ccc(Br)cc1	0.1	-2	-16	0.4	112	1	2	98	-7	1.1
CCC(=O)N/C(=N/c1nc(C)cc(C)n1)Nc1cccc(OC)c1	-0.4	-3	11	0.0	91	8	5	94	-4	0.86
FC(F)(F)c1cccc(-n2cccc2/C=N/n2cnnc2)c1	0.1	0	-7	-4.0	107	0	-2	102	-5	1.1
CC(=O)Nc1ccc(NC(=O)CN(c2ccc(F)cc2)S(=O)(=O)c2ccc3c(c2)OCCO3)cc1	-0.5	-5	8	-0.2	99	-1	2	98	-8	0.9
O=C(c1ccc(-c2ccccc2)cc1)N1CCC(C(=O)N2CCCC2)CC1	-0.5	0	8	2.1	96	-2	7	94	9	1
O=C(O)CN(c1ccccc1)C1SC(=O)NC1=O (stereo not drawn)	-0.1	-1	-4	-0.1	104	7	-5	103	-11	0.94
COc1ccc(NC(=O)CN2CCCCC2)cc1	3.1	-4	1	-0.7	101	-7	0	100	15	1.3
COc1cc(NC(=O)CSc2nncn2C)cc(OC)c1OC	-0.2	-4	2	-1.3	105	-1	2	97	11	1
N#Cc1ccc(Oc2ccc(-c3nc4ccccc4nc3-c3ccccc3)cc2)cc1C#N	-0.1	-1	-7	0.4	105	8	-7	106	-9	1.1
COc1ccc(OCCCCOc2ccccc2Cl)cc1	0.0	-2	2	-4.4	102	2	-3	103	-8	1.5
CSC(=NCCCN1CCOCC1)NS(=O)(=O)c1cccs1	-0.3	1	13	-1.2	94	4	2	98	0	1.3
CC[C@H](C)[C@@H]1NC(=O)c2cc([N+](=O)[O-])cc(I)c2NCC[C@@H](C(N)=O)NC(=O)[C@H](CCCN=C(N)N)NC1=O	-0.2	-6	-6	0.5	103	-6	9	91	-12	0.87
O=C(Nc1nc(-c2ccccn2)cs1)C12CC3CC(CC(O)(C3)C1)C2	-0.1	0	-9	-1.5	110	-21	-13	112	107	2.2
